# MsrA act = bovine methionine sulfoxide reductase A activation. purified bovine MsrA, absorbance read-out. 0.3% of 360,000 active. activation, % at 10.6 µM; in the data active = activation above about 7.5%;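 note: 0% = vehicle and 100% = reference activator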
# MsrA inhibitor = bovine MsrA inhibition; AID 651718; 0.75% of 360,000 active; inhibition, % at 15.5 µM; purified bovine MsrA, absorbance read-out; in the data active = inhibition above about 4.5%;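 note: 0% = vehicle wells with enzyme and 100% = reference inhibitor wells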
# Tb MetRS inh = blocks T. brucei methionyl-tRNA synthetase activity. inhibition, % at 11.9 µM. purified T. brucei MetRS, ATP depletion, Kinase-Glo luminescence. 0.4% of 360,000 active;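 active = inhibition above a per-plate cutoff of the control wells' mean inhibition plus 3 SD, cut at about 5.5% in these data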;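 note: 0% = DMSO wells median and 100% = median of wells with control inhibitor compound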
#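 assay system = parasite MetRS enzyme | timing = 15 min preincubation, 2 h reaction, all 25 °C | evaluation = percent inhibition relative to median high and low control wells | medium = HEPES buffer containing pyrophosphatase, BSA, spermine, DTT | compound = single dose, 11.9 µM final nominal, 0.9% final DMSO | detection = Kinase-Glo luminescence, ATP depletion format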
# SKN-1 inh = inhibitors of C. elegans SKN-1 | C. elegans VP596 Pgst-4::GFP/RFP ratio, acrylamide-induced, 24 h | inhibition, % at 21.8 µM | 0.49% of 360,000 active;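 active = interference check ratio from 0.5 to 1.5 plus GFP to RFP signal ratio inhibition reaching or exceeding a fixed threshold, cut at about 30% in these data, passing the limit was not always enough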; note: some compounds called inactive have numbers as strong as hits
# FAS TE block = inhibitors of human fatty acid synthase thioesterase domain; P49327; recombinant FAS-TE, OMFH fluorogenic substrate, fluorescence endpoint; inhibition, % at 15 µM; 0.67% of 360,000 active; AID 602261;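 active = compounds whose normalised, plate-corrected inhibition of enzyme fluorescence in the single-dose primary screen is 50% or more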;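 note: 0% = DMSO with enzyme and 100% = substrate without enzyme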
# MLLE-PAM2 inh = inhibitors of microRNA-mediated deadenylation, human PABP1 MLLE binding | P11940 | GST-MLLE / FITC-PAM2 fluorescence polarization | inhibition, % at 20 µM | 0.36% of 360,000 active | AID 588489; in the data active = inhibition above about 35%, passing the limit was not always enough;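 note: plate controls were DMSO wells with GST-MLLE for no effect and wells lacking GST-MLLE protein for full effect; some results filed as inactive read as strong as hits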
# Target sequence (P11940 whole entry, looked up): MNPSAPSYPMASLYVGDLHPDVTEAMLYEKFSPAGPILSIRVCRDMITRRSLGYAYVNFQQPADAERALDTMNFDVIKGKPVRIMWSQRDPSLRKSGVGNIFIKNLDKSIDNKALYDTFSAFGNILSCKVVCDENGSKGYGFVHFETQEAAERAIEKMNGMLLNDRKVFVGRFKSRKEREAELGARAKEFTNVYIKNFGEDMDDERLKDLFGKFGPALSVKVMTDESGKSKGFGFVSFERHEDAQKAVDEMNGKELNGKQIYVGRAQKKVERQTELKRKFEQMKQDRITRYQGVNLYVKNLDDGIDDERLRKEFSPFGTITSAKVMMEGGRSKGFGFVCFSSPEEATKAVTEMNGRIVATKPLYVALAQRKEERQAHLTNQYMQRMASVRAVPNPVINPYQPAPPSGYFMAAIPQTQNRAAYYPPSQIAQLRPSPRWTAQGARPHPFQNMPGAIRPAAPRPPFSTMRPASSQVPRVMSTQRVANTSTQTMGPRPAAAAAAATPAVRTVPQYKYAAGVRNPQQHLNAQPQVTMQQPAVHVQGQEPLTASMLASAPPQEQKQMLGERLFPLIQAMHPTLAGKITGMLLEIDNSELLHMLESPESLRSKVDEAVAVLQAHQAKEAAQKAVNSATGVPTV
# MT1-MMP act inh = blocks activation of human MT1-MMP; HT1080 RFP-PRO-GFP cells, GFP/RFP ratio fluorescence, overnight; percent of plate control window, DMSO zero; GFP/RFP ratio change, % at 20 µM; 0.061% of 360,000 active; AID 651647;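 active = GFP/RFP ratio change of at least 30% with cell ATP level not reduced by more than half and red fluorescence within 50% of control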; note: strong numbers were not always called active
#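 Assay system: HT1080 cells carrying an RFP-PRO-GFP reporter | Dosing: Single dose of 20 µM compound, 1% DMSO final | Incubation: Cells overnight before dosing, compound overnight, 37 °C, 5% CO2 | Evaluation: GFP/RFP fluorescence ratio | Control set: DMSO and RFP-L50D-GFP cell wells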
# NRP1-CendR mod = modulators of CendR peptide binding to human neuropilin-1. FAM-RPARPAR peptide binding to NRP-1, fluorescence polarization. inhibition, % at 25 µM. O14786. 0.85% of 360,000 active;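 active = inhibition or corrected inhibition above about 18%, plus a signal ratio from 0.5 to 1.5, limit read from the data, passing the limit was not always enough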; note: strong numbers were not always called active
# E coli Lon inh = inhibitors of E. coli Lon protease; P0A9M0; purified E. coli Lon protease, fluorescence polarization; inhibition, % at 7.94 µM; 0.42% of 360,000 active; AID 602123; in the data active = inhibition above about 13%, passing the limit was not always enough;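 note: 0% = enzyme with probe and DMSO and 100% = no enzyme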
# Active calls of the source: *; . = no result given. Random draw from the library (roughly 4% active in at least one column).
Molecule	MsrA act	MsrA inhibitor	Tb MetRS inh	SKN-1 inh	FAS TE block	MLLE-PAM2 inh	MT1-MMP act inh	NRP1-CendR mod	E coli Lon inh
Cc1ccc2nc3c(nc2c1C)CCCC3	-2.5	0.4	-0.6	-2.6	0.1	12.1	-1.5	-3.2	-11.6
O=c1c2ccccc2c2ccccc2c(=O)n1Cc1cccnc1	-1.6	-0.5	-0.2	2.9	-7.1	0.5	-0.8	1.4	-2.9
CCCC(c1nnnn1Cc1ccco1)N1CCN(C(=O)c2ccco2)CC1 (centres undefined)	-2.7	-0.7	-0.3	-6.9	-0.1	-8.8	-0.5	4.9	-14.2
COc1ccc(CCNC(=O)CSC2=NS(=O)(=O)c3cc(Cl)ccc3N2)cc1OC	-5.5	-0.7	0.2	-10.4	-2.7	7.5	-2.1	1.6	13.7
Nc1ccc(C(=O)NCC(=O)O)cc1	-12.4	1.1	-0.9	6.3	-3.7	-3.8	3.2	-11.9	-9.5
NC(=O)C1CCN(c2ncnc3c(-c4ccccc4)nsc23)CC1	-1.6	0.0	-0.4	4.6	-4.5	6.1	0.1	14.1	0.6
Nc1c(C(=O)Nc2ccccc2)c2nc3ccccc3nc2n1CCCN1CCOCC1	-3.3	0.3	-0.1	7.1	29.7	15.7	0.1	-11.6	2.2
CCCCC(O)(CCCC)C(=O)NN(C(=O)OCC)c1ccccc1	-3.1	1.0	0.9	0.9	-4.5	-1.9	0.6	5.4	0.1
CCN(CC)S(=O)(=O)N1CCC(C(=O)NCc2ccc(C)cc2)CC1	-6.6	0.5	-1.5	1.5	-6.0	-0.9	3.3	3.1	-1.0
O=S(=O)(NC1CCCCC1)c1cccc2nsnc12	-5.7	0.2	-0.8	2.4	-5.8	1.0	0.5	-3.0	-2.7
Nc1c(Cl)cc(Cl)cc1C(=O)OCC(=O)N1CCCC1=O	-2.9	.	-0.2	2.7	-1.7	2.4	1.8	-2.2	-8.3
COc1ccc(CN(C(=O)c2nsc(Cl)c2Cl)C(C(=O)NC2CCCC2)c2ccc(C)cc2)cc1 (centres undefined)	-1.7	0.3	-0.2	6.9	28.5	-15.0	-53.1	-3.8	1.8
Cc1ccc(C(=O)OC2CCS(=O)(=O)c3sccc32)cc1 (centres undefined)	-0.6	0.2	0.4	-10.8	1.9	1.8	4.2	-3.5	-7.1
COc1cccc(NC(=O)Nc2nc(-c3ccc(OC)c(OC)c3)cs2)c1	-5.8	-1.1	-0.3	15.1	8.3	19.6	-28.2	-9.4	6.5
COc1ccccc1NS(=O)(=O)c1cc(NC(=O)c2ccc3ccccc3n2)ccc1Cl	-2.8	0.1	0.2	11.5	65.4*	7.3	-1.0	-4.1	8.3
CC(=O)Nc1cccc(-c2csc(C(C)(O)c3ccc(F)c(F)c3)n2)c1 (centres undefined)	-2.0	-0.2	-0.3	14.1	2.7	5.9	4.8	0.5	9.3
C#CCn1c(=NC(=O)c2ccc(S(=O)(=O)N3CCc4ccccc4C3)cc2)sc2cc(S(N)(=O)=O)ccc21	-2.4	.	-0.1	0.2	-7.6	14.8	-13.1	-8.7	-0.3
Cc1ccccc1C(OCC(O)CN1CCC(C(N)=O)CC1)c1ccccc1 (centres undefined)	-3.2	-0.7	-0.1	2.4	-8.7	-7.1	-0.9	0.3	4.2
O=C(COC(=O)C(Cc1ccccc1)NC(=O)c1ccccc1)c1ccccc1 (centres undefined)	-5.4	0.5	0.2	-8.4	6.7	-17.0	2.0	-4.1	-5.1
COc1ccc(CC(=O)NNc2ncnc3c2cnn3-c2ccccc2)cc1	-7.4	-0.6	-0.5	-1.2	-6.1	16.3	-2.6	-5.1	9.0
c1ccc(-c2cc3c(N4CCOCC4)ncnc3s2)cc1	8.0*	2.3	-0.6	38.0*	8.3	-7.7	-6.7	-2.9	-6.5
CCn1c(=O)c2cc(C(=O)NCCN3CCOCC3)sc2c2ccccc21	-5.3	3.2	-0.3	3.8	-4.6	11.3	22.1	-0.7	-17.3
Cc1ccc(OCC(=O)N/N=C2\CCOc3c(C)cccc32)cc1	-1.5	-0.5	-0.3	-34.1	1.1	3.5	8.6	-0.3	0.9
CCc1cc2ccc(C)c(C)c2nc1SCC(=O)NNC(=O)c1ccco1	-2.6	-0.2	-0.3	-0.1	1.6	2.5	0.9	-10.2	3.3
O=C(CSc1nnc(-c2ccccc2)o1)N1CCOCC1	-0.3	1.1	-0.6	0.7	-4.5	10.3	-1.3	-1.1	-4.4

# Only SKN-1 inh and NRP1-CendR mod, for 3 of the compounds above:
Compound	SKN-1 inh	NRP1-CendR mod
O=S(=O)(NC1CCCCC1)c1cccc2nsnc12	2.4	-3.0
C#CCn1c(=NC(=O)c2ccc(S(=O)(=O)N3CCc4ccccc4C3)cc2)sc2cc(S(N)(=O)=O)ccc21	0.2	-8.7
Cc1ccc(OCC(=O)N/N=C2\CCOc3c(C)cccc32)cc1	-34.1	-0.3

# No new results follow: an excerpt of the list.
Molecule	MsrA act	MsrA inhibitor	Tb MetRS inh	SKN-1 inh	FAS TE block	MLLE-PAM2 inh	MT1-MMP act inh	NRP1-CendR mod	E coli Lon inh
c1ccc(-c2cc3c(N4CCOCC4)ncnc3s2)cc1	8.0*	2.3	-0.6	38.0*	8.3	-7.7	-6.7	-2.9	-6.5
CCn1c(=O)c2cc(C(=O)NCCN3CCOCC3)sc2c2ccccc21	-5.3	3.2	-0.3	3.8	-4.6	11.3	22.1	-0.7	-17.3
Cc1ccc(OCC(=O)N/N=C2\CCOc3c(C)cccc32)cc1	-1.5	-0.5	-0.3	-34.1	1.1	3.5	8.6	-0.3	0.9
CCc1cc2ccc(C)c(C)c2nc1SCC(=O)NNC(=O)c1ccco1	-2.6	-0.2	-0.3	-0.1	1.6	2.5	0.9	-10.2	3.3
O=C(CSc1nnc(-c2ccccc2)o1)N1CCOCC1	-0.3	1.1	-0.6	0.7	-4.5	10.3	-1.3	-1.1	-4.4

# Next part
Molecule	MsrA act	MsrA inhibitor	Tb MetRS inh	SKN-1 inh	FAS TE block	MLLE-PAM2 inh	MT1-MMP act inh	NRP1-CendR mod	E coli Lon inh
COc1ccc(C#Cc2cccc(-c3nc(C(=O)N4CCN(C)CC4)cc4c3[C@H](CCO)N(S(=O)C(C)(C)C)C4)c2)cc1OC (some centres undefined)	-1.6	-0.2	-0.1	3.5	-2.0	-13.7	2.1	-10.5	-12.6
Cc1cc(C)c(OCC(=O)NCC(C)(C)N2CCOCC2)c(C)c1	-2.3	-0.2	-0.2	1.9	-5.1	13.3	3.2	0.3	-0.8
CCOc1ccc(S(=O)(=O)Nc2nc3ccccc3nc2Cl)cc1	-4.8	0.0	-1.1	-8.2	-1.5	-6.9	6.7	-2.1	-9.9
O=C(NC1CC1)c1cc(F)c(F)cc1Cl	-3.5	-0.3	-0.2	-2.8	-5.3	3.3	-2.7	-8.1	4.0
COc1ccc(CN(C)C(C)C(=O)Nc2ccc(S(=O)(=O)N3CCOCC3)cc2)c(OC)c1 (centres undefined)	-13.0	1.1	-1.8	-8.6	-0.5	1.9	.	-0.7	8.9
CCN(CC)CCCNC(=O)c1ccc(Cl)c(S(=O)(=O)Nc2ccccc2OC)c1	-7.0	-0.2	0.0	11.7	-5.3	8.6	-0.3	-4.3	-3.0
Cc1ccc2nc(SCC(=O)NCc3ccco3)[nH]c2c1	-5.9	1.2	1.5	97.5	-10.2	-29.7	0.3	-13.0	-8.2
COc1ccc(CC(=O)N/N=C/c2ccc(-c3ccc(F)cc3)o2)cc1OC	-5.4	1.2	-0.3	8.6	2.9	-4.8	-1.4	4.1	1.8
C/C(=N\NC(=O)c1cccnc1)c1cccc([N+](=O)[O-])c1	-8.1	-0.1	-0.5	1.2	4.0	-4.7	2.6	-4.0	-1.9
CCC(ONc1ccccc1C(F)(F)F)(C(=O)NN(C)C)c1ccccc1 (centres undefined)	-8.1	0.8	-0.6	-12.8	0.7	-11.7	-6.0	-3.0	-3.0
CC1CC(C)CN(C(=O)c2cc3cc(Br)cc(Br)c3o2)C1 (centres undefined)	-5.6	5.4*	-0.6	28.6	19.8	7.0	-1.1	20.5	11.9
COC(=O)CCC(=O)c1oc2ccccc2c1NC(=O)CCCN1C(=O)c2ccccc2C1=O	-3.6	0.8	-0.4	-4.9	2.2	0.2	6.0	6.1	2.0
Nc1ccc(S(=O)(=O)N2CCc3ccccc32)cc1	-1.9	0.3	-1.0	8.3	0.1	8.4	0.1	-5.5	-0.6
CCOC(=O)c1nn(-c2ccccc2F)c(-c2ccccc2)c1C(=O)c1ccccc1	0.2	0.5	-0.3	-0.7	31.5	3.0	-7.9	1.0	3.6
CC(NC(=O)Cc1ccc(S(=O)(=O)N2CCOCC2)s1)c1ccc(Cl)c(Cl)c1 (centres undefined)	-4.0	-0.8	-0.2	-7.7	12.5	-3.1	-3.7	6.3	-3.0
Cc1cccc(NC(=O)c2nc[nH]c2C(=O)N[C@@H](C)c2ccccc2)c1	-5.0	-0.9	-0.3	26.2	14.4	-1.9	2.8	9.4	1.6
COc1cccc(C(=O)Nc2nnc(-c3ccccc3)s2)c1	-11.6	1.4	-0.6	-5.8	-4.7	9.8	.	14.1	3.5
O=C(Nc1nc(-c2ccncc2)cs1)C1c2ccccc2Oc2ccccc21	-3.0	-0.1	0.4	9.9	17.6	-11.7	-13.5	-4.0	0.6
CCOc1cccc2sc(N(CCN(C)C)C(=O)c3ccc4c(c3)OCCO4)nc12	0.1	-1.3	0.2	1.4	-22.3	-10.8	1.3	2.3	-15.1
Cn1c(-c2ccccc2Br)n[nH]c1=S	3.4	0.3	-0.2	0.3	-4.1	-16.9	2.2	-9.9	6.4
CSCCC(NC(=O)COc1ccccc1)C(=O)OCC(=O)c1cc2ccccc2o1 (centres undefined)	-2.3	1.1	-0.7	-13.9	70.7*	-1.3	-4.7	-10.6	-12.3
Cc1[nH]c2ccccc2c1SCCNC(=O)c1ccc(Br)o1	-7.1	-0.7	-0.6	16.4	18.7	8.4	-6.7	-5.1	-3.2
CC1(C)CC(=O)C=C(Nc2ccc(F)cc2F)C1	-1.9	1.3	0.0	2.3	0.0	11.3	-0.3	-0.7	-5.1

# Bioassay records (PubChem)
